Source: PubChem BioAssay (National Center for Advancing Translational Sciences (NCATS))
Vif-A3G inh: qHTS for Inhibitors of Vif-A3G Interactions: qHTS | 0.076% of 410,000 active | DNA dC->dU-editing enzyme APOBEC-3G (Homo sapiens), Q9HC16 | Potency, µM (top dose mostly 46.1 µM), inactives show at the top dose activity, negative = active, actives largely listed as inhibitors | HeLa A3G-eYFP + Vif (tagged APOBEC3G with the HIV-1 protein that degrades it), YFP fluorescence, overnight;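 also: potency is read from the fitted curve at half-maximal effect; % is scaled to controls: 0 for no effect and ±100 for the full control effect; nearly all actives have a fitted effect of over 60% in size; hits raise eYFP signal because A3G escapes Vif-driven loss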
Target sequence (Q9HC16 whole entry, looked up): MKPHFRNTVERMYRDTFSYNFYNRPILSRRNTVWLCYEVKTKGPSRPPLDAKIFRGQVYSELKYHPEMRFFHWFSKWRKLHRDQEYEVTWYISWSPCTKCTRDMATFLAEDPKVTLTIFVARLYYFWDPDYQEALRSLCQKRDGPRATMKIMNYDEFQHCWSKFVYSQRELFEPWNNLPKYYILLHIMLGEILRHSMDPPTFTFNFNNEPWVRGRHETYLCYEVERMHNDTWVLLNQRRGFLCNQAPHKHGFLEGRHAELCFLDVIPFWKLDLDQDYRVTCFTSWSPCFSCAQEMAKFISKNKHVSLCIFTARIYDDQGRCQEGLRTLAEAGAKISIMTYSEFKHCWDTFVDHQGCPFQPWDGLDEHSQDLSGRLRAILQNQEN
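HeLa cells stably expressing Vif and C-terminally eYFP-tagged A3G, seeded overnight at 37 deg C, then exposed to compound by pintool overnight at 37 deg C. Rise in yellow fluorescence (Ex 488/Em 500-530, Acumen) marks blocked Vif-driven A3G degradation.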
RXFP1 antag: qHTS Assay for Antagonists of the Relaxin Receptor RXFP1; AID 1259400, 2018; activity change, negative = inhibition, % at 57.5 µM; 0.59% of 350,000 active; Relaxin receptor 1 (Homo sapiens), Q9HBX9; HEK293-RXFP1, relaxin-stimulated cAMP HTRF, 30 min; stronger effect = lower value;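 active = activity change of -60% or lower, but not beyond a set lower limit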; also: % is scaled to controls: 0 for no effect and ±100 for the full control effect
D1 potentiator: Potentiators of Human D1 Dopamine Receptor: qHTS; HEK293 TREx D1 cells, calcium flux, dopamine EC20 potentiation; potentiation, % at 10 µM; 0.036% of 360,000 active; AID 504651, 2011; in the data active = potentiation above about 30%; also: 0% is about no effect
GRP78 ERSR act: qHTS for Inducers of the Endoplasmic Reticulum Stress Response (ERSR) in Human Glioma: qHTS. Potency, µM, without a hit: top-dose activation, actives largely listed as activators. 0.02% of 420,000 active. U87-MG GRP78 promoter luciferase reporter, 16 h. AID 602332, 2012; also: potency is read from the fitted curve at half-maximal effect; series mostly up to about 76 µM; % of control where 0% means no effect; nearly all actives have a fitted effect of over 35% in size
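Stably transfected U87-MG human glioma cells carrying a GRP78-based luminescent sensor were seeded at 1000 cells/well, pin-dosed with compounds and incubated 16 h. Luciferase reagent was then added, and end-point luminescence was read after 10 min at room temperature.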
D1 antag: Antagonist of Human D 1 Dopamine Receptor: qHTS; 3.2% of 360,000 active; HEK293 TREx D1 cells, calcium flux, dopamine EC80; stronger effect = lower value; AID 504652, 2011; D(1A) dopamine receptor (Homo sapiens), P21728; activity change, negative = inhibition, % at 10 µM; in the data active = activity change below about -30%; also: % is scaled to controls: 0 for no effect and ±100 for the full control effect
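Compound effects on dopamine-evoked calcium signalling were measured in tetracycline-induced HEK293 Trex D1 cells. Dopamine at EC80 followed a 180 s compound pre-read, and fluorescence was tracked kinetically for 180 s more.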
Vif-APOBEC3F blk: qHTS for Inhibitors of Vif-A3F Interactions: qHTS | HeLa A3F-eYFP + Vif (tagged APOBEC3F with the HIV-1 protein that degrades it), YFP fluorescence increase | Potency, µM (series often up to 46.1 µM), inactives show at the top dose activity, negative = active | 0.2% of 390,000 active | AID 602313, 2012; also: potency is read from the fitted curve at half-maximal effect; % of control where 0% means no effect; nearly all actives have a fitted effect of over 65% in size
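Fluorescence increase (Ex 488/Em 500-530) after overnight compound treatment at 37 deg C flags inhibition of Vif-driven A3F-eYFP loss in stable HeLa A3F-eYFP/Vif cells seeded overnight beforehand.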
RXFP1 ag: qHTS Assay for Agonists of the Relaxin Receptor RXFP1 | Relaxin receptor 1 (Homo sapiens), Q9HBX9 | HEK293T-RXFP1 cAMP TR-FRET, 30 min; response scale: percent of porcine relaxin response, buffer zero | Potency, µM (top dose mostly 57.5 µM), inactives show at the highest dose activation, hits mostly activators | 0.3% of 370,000 active | AID 2676, 2010; also: potency is read from the fitted curve at half-maximal effect; % is scaled to controls: 0 for no effect and ±100 for the full control effect; nearly all actives have a fitted effect of over 60% in size; many of its hits are not listed in these tables
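Agonist response is measured as cAMP accumulation in an RXFP1-transfected HEK293T line under PDE4 inhibition. Values are scaled between buffer-only and 29 nM porcine relaxin, and EC50s come from standard Hill equation fits.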
D1 agonist: Allosteric Agonists of the Human D1 Dopamine Receptor: qHTS; D(1A) dopamine receptor (Homo sapiens), P21728; HEK293 T-REx D1 cells, calcium flux, agonist mode; 1% of 360,000 active; activation, % at 2 µM; AID 504660, 2011; in the data active = activation above about 30%; also: 0% is about no effect
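Tetracycline-induced HEK293 TREx D1 cells, force-coupled to calcium signalling, were dye-loaded with a no-wash calcium kit. Compound was pin-added after a 10 s baseline. Fluorescence was read kinetically at 1 cycle/s for 180 s, with calcium rises flagged as agonism.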
D2 potentiator: HTS Assay for Positive Allosteric Modulators of the Human D2 Dopamine Receptor: Primary Screen for Potentiators. D(2) dopamine receptor (Homo sapiens), P14416. HEK293 T-REx D2, calcium flux, EC20 dopamine potentiation. potentiation, % at 10 µM. 0.34% of 340,000 active;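 active = potentiation over 3 SD above the plate norm, cut at about 30% in these data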; also: 0% is about no effect
Target sequence (P14416 whole entry, looked up): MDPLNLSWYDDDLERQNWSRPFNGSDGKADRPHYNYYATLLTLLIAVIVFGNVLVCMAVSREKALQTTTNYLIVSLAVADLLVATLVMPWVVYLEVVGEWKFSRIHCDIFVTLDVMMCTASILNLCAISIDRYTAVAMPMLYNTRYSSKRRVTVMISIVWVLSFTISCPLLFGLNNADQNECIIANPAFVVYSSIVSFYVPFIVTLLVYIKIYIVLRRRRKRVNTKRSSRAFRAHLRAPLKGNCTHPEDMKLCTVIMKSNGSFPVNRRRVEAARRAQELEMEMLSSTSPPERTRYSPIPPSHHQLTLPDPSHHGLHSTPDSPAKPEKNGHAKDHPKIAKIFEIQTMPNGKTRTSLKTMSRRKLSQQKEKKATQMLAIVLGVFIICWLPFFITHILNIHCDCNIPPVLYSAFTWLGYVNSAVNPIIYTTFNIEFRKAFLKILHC
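Tetracycline-induced Hek293 Trex D2 cells, force-coupled to calcium, loaded with no-wash calcium dye. Compound added with 180 s kinetic read for agonism, then EC20 dopamine and a further 180 s read for potentiation.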
Starred values were filed as active, the others as inactive. Unless noted, calls follow the shape of the dose curve; as a rule, active = well fitted curve in the direction sought with a large enough effect; inconclusive = small, poorly fitted or top-dose-only effect, or another doubt; inactive = no such curve, though single readings can be large; an effect the other way counts as inactive or inconclusive. The list is partial; count on the stated rates, not on these rows.

Start of the data: the first two compounds, to show the layout:
Screening CCOc1ccc(CC2NCCc3cc(OCC)c(OCC)cc32)cc1OCC (configuration not stated) returned Vif-A3G inh 2%, RXFP1 antag -10, D1 potentiator 14, GRP78 ERSR act -3%, D1 antag 1, Vif-APOBEC3F blk -2%, RXFP1 ag -1.4%, D1 agonist 5 and D2 potentiator 1.
`O=C(NC1CCCCC1)C(c1ccc(F)cc1)N(Cc1cccs1)C(=O)CN1C(=O)c2ccccc2S1(=O)=O` (configuration not stated) gave Vif-A3G inh -1%, D1 potentiator -7, GRP78 ERSR act -3%, D1 antag 13, Vif-APOBEC3F blk -30%, RXFP1 ag 0.0% and D1 agonist 5.

This part in full, repeating the preview:
Screening CCOc1ccc(CC2NCCc3cc(OCC)c(OCC)cc32)cc1OCC (configuration not stated) returned Vif-A3G inh 2%, RXFP1 antag -10, D1 potentiator 14, GRP78 ERSR act -3%, D1 antag 1, Vif-APOBEC3F blk -2%, RXFP1 ag -1.4%, D1 agonist 5 and D2 potentiator 1.
`O=C(NC1CCCCC1)C(c1ccc(F)cc1)N(Cc1cccs1)C(=O)CN1C(=O)c2ccccc2S1(=O)=O` (configuration not stated) gave Vif-A3G inh -1%, D1 potentiator -7, GRP78 ERSR act -3%, D1 antag 13, Vif-APOBEC3F blk -30%, RXFP1 ag 0.0% and D1 agonist 5.
COc1cc(NC(=O)Cc2ccc([N+](=O)[O-])cc2)c(C(=O)O)cc1OC was read as Vif-A3G inh 0%, RXFP1 antag -11, D1 potentiator -4, GRP78 ERSR act -5%, D1 antag 5, Vif-APOBEC3F blk -6%, RXFP1 ag 2.3% and D1 agonist 3.
Screening N#Cc1ccc(C(=O)OCC(=O)Nc2ccc(S(N)(=O)=O)cc2)cc1 returned Vif-A3G inh 1%, RXFP1 antag -3, D1 potentiator 2, GRP78 ERSR act -5%, D1 antag -4, Vif-APOBEC3F blk 14%, RXFP1 ag -0.6% and D1 agonist 2.
For CCCCN(C(=O)c1ccc2c(c1)NC(=O)CS2)c1ccccc1 the results were Vif-A3G inh -7%, RXFP1 antag -12, GRP78 ERSR act -4%, D1 antag -36*, Vif-APOBEC3F blk -1%, RXFP1 ag -1.5%, D1 agonist 10 and D2 potentiator 6.
CCCn1cc(SCC(=O)Nc2cc(C)on2)c2ccccc21 was read as Vif-A3G inh 1%, RXFP1 antag -2, D1 potentiator -5, GRP78 ERSR act -5%, D1 antag -24, Vif-APOBEC3F blk 4%, RXFP1 ag 2.7%, D1 agonist 2 and D2 potentiator -14.
`CCC1CCCCN1Cc1c(O)ccc2c(=O)c(-c3ccccc3)coc12` (configuration not stated) gave Vif-A3G inh 0%, RXFP1 antag 3, D1 potentiator -8, GRP78 ERSR act -8%, D1 antag -12, Vif-APOBEC3F blk 7%, RXFP1 ag 2.1%, D1 agonist 2 and D2 potentiator -12.
CCc1ccc(OC(=O)CSc2nnc(-c3ccc(OC)c(OC)c3)o2)cc1 was read as Vif-A3G inh 3%, RXFP1 antag 2, D1 potentiator -2, GRP78 ERSR act 4%, D1 antag -2, Vif-APOBEC3F blk 3%, RXFP1 ag -7.0% and D1 agonist -2.
`Cc1ccc(C)c(CSc2cn(CCNC(=O)c3ccccc3F)c3ccccc23)c1` gave Vif-A3G inh -5%, D1 potentiator -5, GRP78 ERSR act -2%, D1 antag 7, Vif-APOBEC3F blk -10%, RXFP1 ag -0.4% and D1 agonist 1.
Screening CCOC(=O)N1CCN(Cc2nc3c(c(=O)n(C)c(=O)n3C)n2Cc2cc(C)ccc2C)CC1 returned D1 potentiator -7, D1 antag -32*, RXFP1 ag 0.3%, D1 agonist 2 and D2 potentiator 8.
`CC(C)C(NC(=O)c1ccc(C(C)(C)C)cc1)C(=O)N1CCCC1` (configuration not stated) gave Vif-A3G inh 0%, RXFP1 antag -8, D1 potentiator 1, GRP78 ERSR act 1%, D1 antag 5, Vif-APOBEC3F blk -24%, RXFP1 ag -2.1%, D1 agonist -3 and D2 potentiator 0.
For O=C(COn1nnc2ccc(S(=O)(=O)N3CCOCC3)cc21)Nc1c(F)c(F)c(F)c(F)c1F the results were Vif-A3G inh -7%, RXFP1 antag 1, D1 potentiator 0, GRP78 ERSR act -3%, D1 antag 0, Vif-APOBEC3F blk -4%, RXFP1 ag 11% and D1 agonist 1.
`Cc1ccc(C2CC(c3cccs3)=NN2C(=O)CSc2nc(=O)n3cc(C)ccc3n2)cc1` (configuration not stated) gave Vif-A3G inh 0%, RXFP1 antag -2, D1 potentiator 2, GRP78 ERSR act -4%, D1 antag 5, Vif-APOBEC3F blk 5%, RXFP1 ag 2.7%, D1 agonist 11 and D2 potentiator 1.
For COCCNC(=O)C(c1ccc(O)cc1)N(Cc1cccs1)C(=O)CCC(=O)Nc1ccccn1 (configuration not stated) the results were Vif-A3G inh -1%, RXFP1 antag 26, GRP78 ERSR act -3%, D1 antag 5, Vif-APOBEC3F blk 2%, RXFP1 ag -0.3%, D1 agonist 16 and D2 potentiator 2.
`NC(=O)COc1ccc(Nc2nnc(-c3ccc(O)cc3)c3ccccc23)cc1` gave Vif-A3G inh -2%, RXFP1 antag -6, D1 potentiator 6, GRP78 ERSR act 2%, D1 antag 7, Vif-APOBEC3F blk -2%, RXFP1 ag -0.6%, D1 agonist 2 and D2 potentiator 2.
Screening Cn1c(=O)c2c(ncn2CC(=O)N/N=C/C(Cl)=C/c2ccccc2)n(C)c1=O returned Vif-A3G inh 0%, RXFP1 antag -10, D1 potentiator -3, GRP78 ERSR act -1%, D1 antag 9, Vif-APOBEC3F blk -12%, RXFP1 ag -0.4%, D1 agonist 5 and D2 potentiator 12.
Screening Cc1ccc2cc(C#N)c(N3CCCN(S(=O)(=O)c4ccccc4)CC3)nc2c1C returned Vif-A3G inh -1%, RXFP1 antag 9, GRP78 ERSR act 2% and Vif-APOBEC3F blk -5%.
CCOC(=O)c1cccc(NC(=O)N2Cc3ccccc3Oc3ncccc32)c1 was read as RXFP1 antag -13, D1 potentiator -2, D1 antag 20, RXFP1 ag -4.4%, D1 agonist 1 and D2 potentiator -4.
COc1ccc(-c2cn3nc(N4CCCC(C(=O)NCc5ccc(Cl)cc5)C4)sc3n2)cc1 (configuration not stated) was read as Vif-A3G inh 3%, RXFP1 antag -13, D1 potentiator -2, GRP78 ERSR act 0%, D1 antag -1, Vif-APOBEC3F blk 3%, RXFP1 ag 0.8%, D1 agonist 2 and D2 potentiator 8.
`CCCN(CC(=O)Nc1cc(Cl)ccc1Cl)C(=O)c1ccccc1SCC(=O)N1CCCC1` gave Vif-A3G inh 2%, RXFP1 antag -1, D1 potentiator 3, GRP78 ERSR act -4%, D1 antag 11, Vif-APOBEC3F blk -10%, RXFP1 ag -0.4%, D1 agonist 2 and D2 potentiator 10.
`CCN(CC)c1ccc(NC(=O)CNCc2ccccc2Cl)c(C)c1` gave Vif-A3G inh -4%, RXFP1 antag -5, D1 potentiator 10, GRP78 ERSR act -6%, D1 antag 27, Vif-APOBEC3F blk 0%, RXFP1 ag 0.3%, D1 agonist 7 and D2 potentiator 5.
`CCOC(=O)c1ccc(Nc2cc(C)nc(-c3ccccc3O)n2)cc1` gave Vif-A3G inh -4%, RXFP1 antag 25, D1 potentiator -6, GRP78 ERSR act 1%, D1 antag -17, Vif-APOBEC3F blk 2%, RXFP1 ag 3.8%, D1 agonist 2 and D2 potentiator 6.
Screening COc1cccc(-c2cc(C(=O)N/N=C/c3ccco3)c3ccccc3n2)c1 returned Vif-A3G inh -15%, RXFP1 antag -15, D1 potentiator 1, GRP78 ERSR act -6%, D1 antag -4, Vif-APOBEC3F blk -5%, RXFP1 ag 0.7%, D1 agonist 3 and D2 potentiator 0.
COc1cccc(NC(=O)COC(=O)c2cccnc2)c1 was read as Vif-A3G inh -5%, RXFP1 antag -1, D1 potentiator 0, GRP78 ERSR act 0%, D1 antag -4, Vif-APOBEC3F blk -6%, RXFP1 ag 0.1%, D1 agonist 4 and D2 potentiator 3.
For Cn1c(CNC(=O)c2cccs2)nnc1SCC(=O)Nc1ccc(Cl)cc1 the results were Vif-A3G inh 0%, RXFP1 antag 1, D1 potentiator 4, GRP78 ERSR act -3%, D1 antag 0, Vif-APOBEC3F blk 14%, RXFP1 ag 1.8%, D1 agonist 0 and D2 potentiator 1.
`O=C(c1ccc2c(c1)OCCO2)C1CCN(S(=O)(=O)c2ccccc2F)CC1` gave Vif-A3G inh -3%, RXFP1 antag 16, GRP78 ERSR act -1%, Vif-APOBEC3F blk -2% and RXFP1 ag -0.2%.
For O=C(c1ccsc1)N1CCN(C(=O)c2cccs2)CC1 the results were Vif-A3G inh -1%, RXFP1 antag -9, D1 potentiator -2, GRP78 ERSR act -4%, D1 antag 12, Vif-APOBEC3F blk 0%, RXFP1 ag 3.2%, D1 agonist 2 and D2 potentiator 6.
For COc1cc(NC(=O)c2ccc(Br)o2)ccc1NC(=O)c1ccccc1Cl the results were Vif-A3G inh -7%, RXFP1 antag 1, D1 potentiator -4, GRP78 ERSR act -2%, D1 antag -12, Vif-APOBEC3F blk 4%, RXFP1 ag -1.0%, D1 agonist 5 and D2 potentiator -5.
Screening COc1ccc(-c2cc(-c3ccccc3)c(C#N)c(SCC(=O)O)n2)cc1 returned Vif-A3G inh 2%, RXFP1 antag -2, GRP78 ERSR act -2% and Vif-APOBEC3F blk 0%.
Screening CCOC(=O)N1CCN(C(=O)c2cccc(NC3=NC4CS(=O)(=O)CC4S3)c2)CC1 (configuration not stated) returned Vif-A3G inh 0%, RXFP1 antag 10, D1 potentiator -14, GRP78 ERSR act -1%, D1 antag 13, Vif-APOBEC3F blk -11%, RXFP1 ag 0.9%, D1 agonist 1 and D2 potentiator -2.
